# HTR2A ag – mouse HTR2A agonism via beta-arrestin recruitment | P35363 | CHO-K1 mHTR2A beta-arrestin complementation, luminescence; percent of 30 µM serotonin response | 360,000 tested, 0.66% active | activation, % at 7.6 µM | AID 624169;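 active means activation above a run cutoff, the mean activation of all tested compounds plus 3 SD, cut at about 14% in these data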;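 further: 0% = plate median of compound wells and 100% = 30 µM serotonin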
# Target sequence (P35363 whole entry, looked up): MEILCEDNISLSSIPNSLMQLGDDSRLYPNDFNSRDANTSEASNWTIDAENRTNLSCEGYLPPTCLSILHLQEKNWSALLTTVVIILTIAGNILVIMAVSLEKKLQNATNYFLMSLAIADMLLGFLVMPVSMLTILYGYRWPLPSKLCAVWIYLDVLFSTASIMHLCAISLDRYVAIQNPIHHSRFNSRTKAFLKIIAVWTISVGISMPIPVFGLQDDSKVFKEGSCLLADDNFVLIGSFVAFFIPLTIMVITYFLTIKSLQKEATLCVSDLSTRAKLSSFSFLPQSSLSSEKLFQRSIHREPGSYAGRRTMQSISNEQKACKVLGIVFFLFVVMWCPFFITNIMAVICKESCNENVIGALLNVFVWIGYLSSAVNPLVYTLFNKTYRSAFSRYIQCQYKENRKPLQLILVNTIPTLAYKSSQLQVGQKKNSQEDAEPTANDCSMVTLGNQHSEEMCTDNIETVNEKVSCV
# NR2E3 ag-1 – agonists of human NR2E3 nuclear receptor. CHO-S Gal4-NCOR/VP16-NR2E3 two-hybrid, luciferase. Q9Y5X4. AID 602229. inhibition of corepressor binding, % at 3.98 µM. 360,000 tested, 0.35% active;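 active means inhibition above the mean of all tested compounds plus 3 SD, cut at about 70% in these data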;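 further: 0% = DMSO with NR2E3 transfected cells and 100% = cells lacking NR2E3 construct; higher means lower luciferase signal from less NR2E3 corepressor binding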
# Target sequence (Q9Y5X4 whole entry, looked up, the tested form may be a part): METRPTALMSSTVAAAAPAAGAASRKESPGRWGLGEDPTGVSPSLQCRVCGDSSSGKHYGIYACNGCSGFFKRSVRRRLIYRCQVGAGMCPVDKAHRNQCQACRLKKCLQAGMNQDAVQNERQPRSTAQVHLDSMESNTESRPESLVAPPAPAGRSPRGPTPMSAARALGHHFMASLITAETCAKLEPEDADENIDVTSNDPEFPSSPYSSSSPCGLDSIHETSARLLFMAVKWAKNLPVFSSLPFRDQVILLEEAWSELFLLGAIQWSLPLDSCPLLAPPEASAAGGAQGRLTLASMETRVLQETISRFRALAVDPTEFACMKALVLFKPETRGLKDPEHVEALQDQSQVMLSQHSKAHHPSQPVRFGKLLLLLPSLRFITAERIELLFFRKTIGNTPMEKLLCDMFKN
# HIF-2a inh – inhibitors of HIF-2a. 786-0 RCC cells HIF-2a reporter, luciferase luminescence, overnight. inhibition, % at 18.8 µM. 360,000 tested, 0.72% active;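 active means inhibition of the luminescence signal of 40% or more relative to plate controls, in a single-dose primary screen at 18.75 µM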
# PDI inh – blocks human protein disulfide isomerase activity | PDI insulin aggregation turbidity, A650, 90 min | inhibition, % at 10 µM | 350,000 tested, 0.052% active;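 active means mean inhibition across replicates of 30% or more, whatever share of single replicates reach that level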;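 further: absorbance from insulin aggregation driven by PDI reduction with DTT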
# H9c2 protect – protects H9c2 cardiomyocytes from peroxide injury | 360,000 tested, 0.63% active | protection from H2O2 cell death, % at 20 µM | H2O2 injury protection, ATPLite, 2 h;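 active means compounds giving at least 50% protection of heart cells from peroxide-induced death in the single-dose screen, raw or plate-pattern-corrected value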;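 further: 0% = DMSO wells with peroxide and 100% = DMSO wells without peroxide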
# Peg3 prom inh – reduces Peg3 promoter-driven luciferase expression in HeLa | HeLa PEG-Prom luciferase reporter, luminescence, overnight | inhibition, % at 20 µM | 360,000 tested, 1.7% active | AID 588405;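 active means inhibition of at least 50% at 20 µM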
# Shn3 inh set2 – Schnurri-3 reporter inhibition in Clone20 osteoblasts; AID 588674; Clone20 osteoblast Shn3 3'UTR firefly luciferase, 24 h; inhibition, % at 12.5 µM; 360,000 tested, 0.52% active;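 active means mean inhibition of at least 75% with every replicate also reaching 75%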;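 further: 0% = median of neutral control wells and 100% = pilot-screen positive control compound; some compounds past the cut are filed as inactive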
# NR2E3 ag-2 – activates human photoreceptor nuclear receptor NR2E3 | GST-NR2E3/biotin-RetCOR TR-FRET, 1536-well | Q9Y5X4 | inhibition of corepressor binding, % at 4.78 µM | 320,000 tested, 0.12% active | AID 2300;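 active means percent inhibition above the cutoff of mean plus 3 SD of all tested compounds, set per screening campaign, cut at about 20% in these data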;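 further: 0% = DMSO wells and 100% = biotin wells as full block of FRET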
#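 system = GST-tagged NR2E3 plus biotinylated RetCOR corepressor | input = 1.35 nM GST-NR2E3 | also added = 7 nM biotin-RetCOR | schedule = 5 h incubation at 4 °C | measured by = TR-FRET with europium anti-GST and streptavidin-D2, 340 nm excitation | read-out = percent loss of FRET ratio relative to control wells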
# hiPSC survival – increases survival of single human iPS cells | hiPSC single-cell survival, ATPlite luminescence; 100% = ROCK inhibitor wells, 0% = DMSO | survival enhancement, % at 20 µM | 360,000 tested, 0.044% active; in the data active means survival enhancement above about 18%;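 further: cells exposed to compounds for 16 hours before the ATP read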
# TRPM1 prom inh – inhibitors of MITF-driven TRPM1 promoter in melanoma cells. AID 488899. SK-MEL-5 TRPM1 promoter luciferase, 24 h. inhibition, % at 12.5 µM. 330,000 tested, 0.83% active;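 active means mean inhibition across replicates of 60% or more, whatever share of single replicates reaches that level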; further: values of inactives mirror those of a sister screen read the other way
# CaV13 ICDI inh – Primary screen for inhibitors of IQ motif and Ca2+-dependent inactivation inhibitor domain binding in CACNA1D, Förster resonance energy transfer in living cells, …; HEK cells, CFP/YFP FRET ICDI-IQ, plate reader, 10 min; percent FRET-ratio fall versus neutral wells; inhibition, % at 12.3 µM; 340,000 tested, 0.098% active;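 active means mean replicate inhibition of at least 30% and at least 1% of replicates passing that level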;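 further: 0% = median of the neutral control wells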
# Active calls of the source: *; . = not tested or not shown.
1. O=C(Cn1nc(-c2ccccc2)c2ccccc2c1=O)NN1CCOCC1
2. CN(c1ccccc1)S(=O)(=O)c1cc(C(=O)NCCCn2ccnc2)ccc1Cl
3. Cc1ccc(CNC(=O)CCNC(=O)Cn2ccc3ccccc3c2=O)o1
4. CCOC(=O)Cn1nc(Cc2ccccc2)c2ccccc2c1=O
5. Nc1nc2c(s1)C(=O)CC(c1ccccc1)C2 (stereo not drawn)
6. Cc1nnc(Sc2c(N)n(C)c(=O)[nH]c2=O)s1
7. CCOC(=O)C1CN(C(=O)OCC)CC1=NNC(N)=O (stereo not drawn)
8. CC1CCN(C(=O)CSc2nc(C3CC3)nc3ccccc23)CC1

Assay by compound	1	2	3	4	5	6	7	8
HTR2A ag	0	-1	0	3	-3	4	0	0
NR2E3 ag-1	12	-8	-16	-3	-9	1	10	10
HIF-2a inh	20	21	12	25	1	0	11	20
PDI inh	-4	3	3	1	2	-8	2	-26
H9c2 protect	7	-4	2	-12	6	8	0	7
Peg3 prom inh	10	17	7	7	7	16	9	-2
Shn3 inh set2	11	2	35	-2	12	-6	-2	5
NR2E3 ag-2	3	-1	-2	1	1	1	.	0
hiPSC survival	1.3	-0.3	-0.9	-3.8	-1.9	-1.4	-2.6	0.1
TRPM1 prom inh	-7	-4	10	3	4	13	.	12
CaV13 ICDI inh	-5	-2	-5	-4	-5	-8	-10	-5

# Entries listed so far that have an aryl thioether with sulfur outside any ring (two):
6. Cc1nnc(Sc2c(N)n(C)c(=O)[nH]c2=O)s1
8. CC1CCN(C(=O)CSc2nc(C3CC3)nc3ccccc23)CC1

Assay by compound	6	8
HTR2A ag	4	0
NR2E3 ag-1	1	10
HIF-2a inh	0	20
PDI inh	-8	-26
H9c2 protect	8	7
Peg3 prom inh	16	-2
Shn3 inh set2	-6	5
NR2E3 ag-2	1	0
hiPSC survival	-1.4	0.1
TRPM1 prom inh	13	12
CaV13 ICDI inh	-8	-5

# Going on with the list.
9. CC(C)(C)Nc1nc(Cl)nc(NC2CCCCC2)n1
10. CN1CCCC1CCOC(C)(c1ccccc1)c1ccc(Cl)cc1 (stereo not drawn)
11. COc1cc(/C=C/C(=O)NCc2nc3ccccc3[nH]2)cc(OC)c1OC
12. Cc1cc(/C=N/NC(=O)c2ccncc2)c(C)n1-c1ccccc1
13. COc1ccc(CC(=O)N2N=C(C)CC2(O)C(F)(F)F)cc1 (stereo not drawn)
14. COc1ccc(CCNC(=O)C2CCN(C(=O)c3ccc(OC)c(OC)c3)CC2)cc1
15. O=C(NCc1ccccc1)c1cc2ccccc2o1
16. OCC#CCSc1nnc(-c2ccc(Br)cc2)o1

Assay by compound	9	10	11	12	13	14	15	16
HTR2A ag	1	1	-2	1	3	-4	-1	0
NR2E3 ag-1	-18	-46	-17	-2	2	-3	-16	-41
HIF-2a inh	-94	-16	22	-174	7	17	-75	-134
PDI inh	4	5	2	-1	0	-1	1	-7
H9c2 protect	-6	13	-1	-5	8	2	-4	-14
Peg3 prom inh	-61	20	-9	-139	2	3	-58	-112
Shn3 inh set2	-24	25	-4	-36	-1	5	-7	-28
NR2E3 ag-2	-1	.	-4	-1	2	-1	1	1
hiPSC survival	0.5	-1.2	-0.5	0.6	0.0	0.1	1.4	0.2
TRPM1 prom inh	-39	-18	0	-27	11	-6	-12	-26
CaV13 ICDI inh	-5	-5	-6	-5	-4	-16	.	-5

17. O=C(Nc1ccc(Cl)cc1C(F)(F)F)C(Sc1cccc[n+]1[O-])c1ccccc1 (stereo not drawn)
18. O=C(COC(=O)c1cc(S(=O)(=O)N2CCOCC2)ccc1Cl)NCc1ccc2c(c1)OCO2
19. O=C(O)CSc1cc(NS(=O)(=O)c2ccc(Br)cc2)c2ccccc2c1O
20. COc1ccc(-c2noc(=O)n2Cc2ccc(F)cc2Cl)cc1
21. COc1cccc(OCC(=O)NNC(=O)c2ccc3ccccc3c2)c1
22. CC(C)(C)n1nnnc1C(c1ccccc1)N1CCN(c2ccccn2)CC1 (stereo not drawn)
23. C=CCn1c(O)c(N=NC(=O)OCC)c2ccccc21
24. Cn1c(=O)c(=O)n(C)c2cc(S(=O)(=O)NCc3ccc(Cl)cc3)ccc21

Assay by compound	17	18	19	20	21	22	23	24
HTR2A ag	-5	-2	5	3	4	4	-1	5
NR2E3 ag-1	-38	13	15	-23	-12	3	-5	-30
HIF-2a inh	10	7	5	7	14	7	4	12
PDI inh	1	-4	11	3	0	.	-2	-6
H9c2 protect	9	0	-18	3	2	.	2	8
Peg3 prom inh	0	1	45	25	4	.	0	-1
Shn3 inh set2	4	-10	-5	-4	3	.	-10	8
NR2E3 ag-2	8	3	-4	.	-6	.	-3	-1
hiPSC survival	-0.8	0.2	-0.5	0.7	0.2	0.1	-1.5	0.8
TRPM1 prom inh	5	.	48	5	10	.	-6	-7
CaV13 ICDI inh	-2	-6	-2	-20	-6	-6	-3	-5

25. COc1ccccc1NC(=O)Cc1noc(CSc2nnc(N)s2)n1
26. CCCc1ccc2oc(C(=O)N(C)Cc3ccn[nH]3)c(C)c2c1
27. Nc1cc(Cl)nc(N/N=C/c2ccc([N+](=O)[O-])cc2)n1
28. O=C(CN1CCCC1)Nc1c2c(nc3ccccc13)N(Cc1ccccc1)CC2
29. NC(=O)NC(Cc1ccccc1)C(=O)NNC(=O)COc1ccccc1Cl (stereo not drawn)
30. CCOCCOc1cccc(C(=O)NC(c2ccccc2)c2ccccc2)c1
31. Cc1cc(/C=C(\C#N)C(=O)NCc2ccccc2)c(C)[nH]1
32. CCc1ccc(NC(=S)N(CCCN2CCN(C)CC2)Cc2cccs2)cc1

Assay by compound	25	26	27	28	29	30	31	32
HTR2A ag	-3	-8	-1	-3	-3	0	-4	-8
NR2E3 ag-1	4	-71	-25	-12	-13	-8	-38	-7
HIF-2a inh	7	-251	-28	-21	13	7	-61	7
PDI inh	-7	2	4	5	3	-4	-35	-3
H9c2 protect	-4	-6	30	10	4	2	5	10
Peg3 prom inh	-2	-273	-18	0	-4	9	-16	-10
Shn3 inh set2	-2	-42	3	40	7	-84	-15	-6
NR2E3 ag-2	-1	-3	-1	4	.	1	.	-4
hiPSC survival	15	-0.3	-0.6	-0.8	2.2	-0.5	3.6	-1.0
TRPM1 prom inh	7	-47	-7	-2	8	4	.	-4
CaV13 ICDI inh	.	-5	-19	-9	-6	-5	-9	-5

33. CCOC(=O)c1ccc2[nH]c3c(c2c1)CN(C)CC3
34. COc1ccc(-c2nnc(SCC(=O)NNC(=O)c3ccc(C)cc3)o2)cc1
35. O=C(Nc1cccc(S(=O)(=O)NC2=NCCCCC2)c1)c1cc(-c2ccccc2)nc2ccccc12
36. COc1ccccc1N1CCN(C(=O)C(C)N(c2ccc(C)c(C)c2)S(C)(=O)=O)CC1 (stereo not drawn)
37. Cc1cc(NC(=O)c2ccc(N3C(=O)C4C5C=CC(C5)C4C3=O)cc2)no1 (stereo not drawn)
38. Cc1cccc(CN2CCC(C(=O)Nc3cccc(-c4cscn4)c3)CC2)n1
39. O=C(Nc1cc2c(=O)n(-c3ccc(Oc4ccccc4)cc3)ccc2oc1=O)c1ccccc1
40. C[C@H]1CN([C@@H](C)CO)C(=O)CCCn2nncc2CO[C@@H]1CN(C)S(=O)(=O)c1ccc(-n2cccn2)cc1

Assay by compound	33	34	35	36	37	38	39	40
HTR2A ag	0	0	0	-3	-2	-8	2	-1
NR2E3 ag-1	-38	-16	-35	-10	-8	-46	-10	-6
HIF-2a inh	-7	12	-1	15	-8	11	4	4
PDI inh	.	5	4	-5	8	11	-3	1
H9c2 protect	7	-1	1	-7	4	8	5	1
Peg3 prom inh	1	-4	41	19	-13	7	19	-5
Shn3 inh set2	-1	-12	21	13	2	-27	21	2
NR2E3 ag-2	-1	-1	2	2	4	0	0	.
hiPSC survival	0.6	-0.1	3.3	1.5	2.7	-0.6	-0.3	10
TRPM1 prom inh	.	14	1	8	-15	15	8	.
CaV13 ICDI inh	-10	-2	-2	.	1	-6	-3	-5

41. CC(C)(C)NC(=O)CON=C1c2ccccc2-c2ccccc21
42. Cc1sc2ncnc(-n3cnc4ccccc43)c2c1C
43. CCCOC(=O)c1ccc(Oc2c(-c3ccc(OC)cc3O)n[nH]c2C)cc1
44. CC1(C)CC(=O)c2c(n(-c3cccc4ccccc34)ccc2=O)C1
45. N#Cc1c(NC(=O)C2CC(Cl)=CCC2C(=O)O)sc2c1CCCCC2 (stereo not drawn)
46. CC(NC(=O)C1CCC(CNS(=O)(=O)c2ccc3c(c2)C(C)(C)C(=O)N3C)CC1)c1ccccc1 (stereo not drawn)
47. O=S(=O)(c1ccc(NC(=S)NN=C(C2CC2)C2CC2)cc1)N1CCOCC1
48. Cc1ccccc1CNC(=O)C(=O)NCC1OCCCN1S(=O)(=O)c1ccc(F)cc1C (stereo not drawn)

Assay by compound	41	42	43	44	45	46	47	48
HTR2A ag	2	7	0	1	6	-1	-5	4
NR2E3 ag-1	3	-23	-23	-8	-38	5	-4	-7
HIF-2a inh	-21	7	7	12	-5	11	17	14
PDI inh	-17	-6	13	6	-3	-3	0	-10
H9c2 protect	-10	3	5	14	-1	0	2	0
Peg3 prom inh	11	10	18	34	-6	13	-1	21
Shn3 inh set2	3	-10	46	-2	2	16	1	-18
NR2E3 ag-2	2	0	-1	1	-4	-3	-2	-3
hiPSC survival	-2.2	2.1	2.2	1.2	1.7	0.4	2.2	-0.3
TRPM1 prom inh	10	2	1	9	2	14	3	10
CaV13 ICDI inh	-5	.	.	.	-3	-5	-2	.

# Excerpt, entries 47 to 48
47. O=S(=O)(c1ccc(NC(=S)NN=C(C2CC2)C2CC2)cc1)N1CCOCC1
48. Cc1ccccc1CNC(=O)C(=O)NCC1OCCCN1S(=O)(=O)c1ccc(F)cc1C (stereo not drawn)

Assay by compound	47	48
HTR2A ag	-5	4
NR2E3 ag-1	-4	-7
HIF-2a inh	17	14
PDI inh	0	-10
H9c2 protect	2	0
Peg3 prom inh	-1	21
Shn3 inh set2	1	-18
NR2E3 ag-2	-2	-3
hiPSC survival	2.2	-0.3
TRPM1 prom inh	3	10
CaV13 ICDI inh	-2	.

# (more compounds)
49. COc1ccc2[nH]c3c(c2c1)CCN1C(=O)N([C@@H](C)C(=O)NC2CCCCC2C)C(=O)[C@]31C (stereo partly drawn)
50. O=C1CC(Cc2ccccc2)C(=O)N1c1ccc(Cl)cn1 (stereo not drawn)
51. CCCCCC/C=N/Nc1nnc(Cc2ccccc2)c(=O)[nH]1
52. COc1cc(OC)cc(C(=O)NNC(=O)c2ccccc2Br)c1

Assay by compound	49	50	51	52
HTR2A ag	-3	-2	4	6
NR2E3 ag-1	-14	3	9	-14
HIF-2a inh	0	19	17	3
PDI inh	.	0	1	-5
H9c2 protect	-2	9	0	-1
Peg3 prom inh	11	8	-1	-6
Shn3 inh set2	27	8	-1	-9
NR2E3 ag-2	1	8	-2	4
hiPSC survival	-1.1	0.6	1.3	0.3
TRPM1 prom inh	.	-4	-5	-2
CaV13 ICDI inh	.	-5	-1	-5

# No enrichment for hits; overall some 3.9% were active at least once.
